High-throughput results as filed in PubChem.
tim10-1 inh: growth inhibitors of tim10-1 mutant yeast | 2.2% of 330,000 active | S. cerevisiae tim10-1 ts strain growth, BacTiter-Glo, 24 h | inhibition, % at 20 µM;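 active = inhibition of at least 40%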;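 note: mutant grown at 25 °C; 0% = DMSO wells with yeast and 100% = wells holding no yeast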
NALP3 yeast inh: inhibitors of NALP3 inflammasome in yeast. Yeast reconstituted NLRP3/ASC/caspase-1, beta-gal luminescence, 24 h. inhibition, % at 10 µM. 0.39% of 330,000 active. AID 2825;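 active = inhibition of 50% or more; inactive = inhibition below 50%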;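 note: plate controls were induced DMSO wells for no effect and uninduced yeast grown without galactose for full effect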
NR3A LBD binder: NR3A (human) ligand-binding domain modulation; NR3A LBD differential scanning fluorimetry, Tm shift; 0% = protein alone, 100% = glycine-bound protein; Tm shift relative to glycine control, % at 25 µM; 2.5% of 340,000 active;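 active = melting temperature shift of at least 10% of the positive control shift, at one fixed dose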
APJ antagonist: APJ receptor antagonism | P35414 | CHO-K1 APJ beta-arrestin complementation, luminescence | inhibition, % at 20 µM | 0.32% of 330,000 active | AID 2521;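 active = inhibition above about 40% at 20 µM, limit read from the data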;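 note: cells challenged with 10 nM apelin-13 agonist together with compound; plate controls were apelin-13 plus DMSO wells for no effect and DMSO wells lacking apelin-13 for full effect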
Target sequence (P35414 whole entry, looked up): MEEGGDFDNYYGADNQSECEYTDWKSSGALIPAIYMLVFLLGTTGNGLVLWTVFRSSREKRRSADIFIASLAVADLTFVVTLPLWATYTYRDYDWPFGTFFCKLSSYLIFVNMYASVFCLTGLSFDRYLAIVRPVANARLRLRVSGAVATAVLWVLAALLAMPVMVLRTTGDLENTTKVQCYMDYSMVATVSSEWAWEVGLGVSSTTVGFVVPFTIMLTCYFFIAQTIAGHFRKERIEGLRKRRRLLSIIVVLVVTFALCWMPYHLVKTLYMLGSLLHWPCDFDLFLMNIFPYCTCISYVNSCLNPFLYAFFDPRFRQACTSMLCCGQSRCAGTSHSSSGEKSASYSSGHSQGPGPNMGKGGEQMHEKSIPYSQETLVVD
MPTP inh: blocks calcium-induced mitochondrial swelling; inhibition, % at 10 µM; AID 602449; 1.4% of 360,000 active; isolated mouse mitochondria, Ca2+ swelling absorbance, 30 min;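 active = inhibition of 50% or more, scaled per plate between neutral and stimulator controls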;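 note: 0% = DMSO wells given calcium and 100% = 1 mM EGTA wells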
tim23-1 inh: inhibits growth of tim23-1 mutant yeast; S. cerevisiae tim23-1 growth, BacTiter-Glo luminescence, 24 h; inhibition, % at 20 µM; 1.3% of 330,000 active; AID 463212;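 active = growth inhibition of the mutant yeast at or above 50%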;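 note: temperature-sensitive mutant grown at 25 °C; plate controls were DMSO-treated mutant yeast for no effect and medium wells lacking yeast for full effect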
APJ agonist: activates the human apelin receptor APJ; CHO-K1 APJ PathHunter beta-arrestin, luminescence; 0% DMSO wells, 100% apelin; activation, % at 20 µM; 0.11% of 330,000 active; AID 2520;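 active = activation more than six SD over the plate average, tested at 20 µM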;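 note: 0% = DMSO alone and 100% = apelin-13 at 10 nM; some results filed as inactive read as strong as hits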
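Test system: CHO-K1 APJ beta-arrestin complementation cell line | Compound: Single test compound dose, 20 µM final, 1% DMSO | Incubation: Compound 90 min 25 °C, reagent 1 h | Measured by: beta-gal luminescence | Read-out basis: APJ–arrestin association signal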
TIM10 inh: TIM10 yeast growth inhibition | S. cerevisiae TIM10 strain growth, BacTiter-Glo luminescence, 24 h | inhibition, % at 10 µM | 1.4% of 330,000 active | AID 463195;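 active = inhibition of 40% or more at the single tested concentration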;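 note: wild-type TIM10 isogenic control strain grown at permissive 25 °C; 0% = DMSO yeast wells and 100% = minimal medium wells without yeast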
beta cell repl: MIN6 beta-cell proliferation induction. MIN6 cells proliferation, ATPlite luminescence, 48 h; cells starved in 0.2% serum; 100% = growth in 10% serum. proliferation, % at 10 µM. 0.29% of 330,000 active;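 active = compounds whose signal lies at least 3.5 SD above the mean of all wells on their plate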;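 note: 0% = DMSO-treated cells in low-serum medium and 100% = 10% serum control; some compounds called inactive have numbers as strong as hits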
Numbers without * were called inactive; x = not tested or not shown.

SMILES	tim10-1 inh	NALP3 yeast inh	NR3A LBD binder	APJ antagonist	MPTP inh	tim23-1 inh	APJ agonist	TIM10 inh	beta cell repl
Clc1ccc(-c2cc(-c3nnc4n3CCCCC4)c3ccccc3n2)cc1	16	3	-3	7	0.0	6	2	-45	0
Cc1cc(C(=O)COC(=O)c2ccc[nH]c2=O)c(C)n1-c1ccc(F)cc1	1	36	1	-3	1.9	7	-2	9	0
CNc1cc(N2CCCC2)ccc1[N+](=O)[O-]	0	24	0	19	1.7	4	0	7	-3
C#CCNC(=O)C1=C[C@H](c2coc3ccccc3c2=O)[C@@H](CCCO)[C@H](OCC)O1	12	4	0	9	0.4	9	5	10	0
c1ccc(-c2nc(NCCCn3ccnc3)c3ccccc3n2)cc1	5	17	3	7	0.5	-14	-3	-3	3
O=C(NNC(=O)C12CC3CC(CC(C3)C1)C2)c1cnccn1	10	13	-3	3	-1.4	11	-1	-5	0
CCCCNC(=S)NNC(=O)c1cc(-c2cccnc2)nc2ccccc12	25	16	-8	0	2.6	24	-9	22	4
Cc1onc(-c2ccccc2)c1C(=O)Nc1sc2c(c1C#N)CCC(C)C2 (stereo not drawn)	16	38	-1	-3	7.7	14	-4	15	-4
COC(=O)c1cccc(-n2c(CCC(=O)O)ccc2-c2cccs2)c1	15	17	3	-9	3.8	21	5	-7	1
CC(C)Oc1ccccc1-c1cc(C(=O)N/N=C/c2cccnc2)c2ccccc2n1	24	6	-3	18	2.0	41	6	17	3
COCCNC(=S)N/N=C(\C)c1ccc(-n2ccnc2)cc1	10	-1	-2	-1	-0.1	-16	-1	-2	-1
N#CC(=NCc1cccnc1)C1=C(O)c2ccccc2C1=O	-5	17	0	11	1.5	-4	-2	16	-1
CCN(CCn1cccn1)C(=O)c1cc(COc2cc(C)ccc2C)on1	17	26	0	-12	-0.3	21	7	3	0
COc1ccc(C(=O)/C=C/c2ccc(OC)c(COc3ccccc3F)c2)cc1	21	18	-2	-6	-1.4	12	0	2	0
Cc1cccc(NC(=O)C2Cc3ccccc3CN2C(=O)OCc2ccccc2)c1C (stereo not drawn)	15	3	-1	3	-1.1	22	-3	14	1
COc1ccc([N+](=O)[O-])cc1NC(=O)COC(C)=O	15	10	-1	3	0.3	4	-1	-2	-2
COc1ccc(-c2nnn(CC#N)n2)cc1OC	4	15	0	1	0.5	4	-4	-17	3
Cc1ccc(Cc2nc(-c3cccc(C)c3)no2)cc1	10	-6	7	-8	1.5	17	-2	11	-3
Cc1cccc(C)c1N1CCN(C(=O)N2CCCCC2)CC1	-1	9	-3	-3	-0.3	12	-3	6	3
COc1ccccc1C(=O)Nc1ccc(C(=O)/C=C/c2cccs2)cc1	27	2	11*	6	3.5	19	5	5	-2
COc1ccc(Cc2nn3c(-c4ccccc4OC)nnc3s2)cc1	-13	-1	-1	-6	5.2	-5	-1	-31	-2
Oc1ccc(-c2csc(-c3ccccc3)n2)cc1O	7	39	8	-11	8.7	58*	5	-39	-4
COc1ccccc1C(=O)Nc1cccnc1	4	-4	-1	3	-2.0	-4	0	15	0
COc1cc(C2c3sc(=O)[nH]c3SC3C(=O)N(c4ccc(Br)cc4)C(=O)C32)ccc1O (stereo not drawn)	10	-7	-26	6	2.0	15	-2	-7	-2
CC(=O)Nc1ccc(NC(=O)c2c(-c3ccccc3Cl)noc2C)c(C)c1	5	18	1	3	1.0	6	-3	10	-3
SMILES	tim10-1 inh	NALP3 yeast inh	NR3A LBD binder	APJ antagonist	MPTP inh	tim23-1 inh	APJ agonist	TIM10 inh	beta cell repl
Cc1cc2oc(=O)cc(CN3CCN(Cc4ccc5c(c4)OCO5)CC3)c2cc1C	20	27	0	-11	-0.6	3	-3	23	-3
COc1ccc(NC(=O)c2ccccc2NS(=O)(=O)c2ccc(C)cc2)c([N+](=O)[O-])c1	24	3	-1	11	12	31	3	27	6.2*
CCOc1ccc(C(=O)NC(C(=O)NCC2CCCO2)C(C)C)cc1 (stereo not drawn)	-4	1	1	-9	1.0	18	-1	16	0
COc1ccc(C(=S)Nc2ccc(C)cc2)cc1	0	4	-35	-2	-0.8	4	-1	-5	-2
O=C(c1ccccc1)N1CCN(S(=O)(=O)c2ccccc2)CC1	5	-18	0	-1	0.2	3	-2	-2	1
Cc1ccc(S(=O)(=O)N2CCCCC2CCNC(=O)C(=O)NC2CCCC2)cc1 (stereo not drawn)	33	20	-2	16	0.3	33	0	6	-4
O=C(Nc1ccc(F)cc1)NC1CCCCC1	-1	32	3	8	0.3	6	2	-12	-2
CC(C)CNC(=O)c1coc(=O)c(Br)c1	-7	21	4	-8	-0.2	24	-3	6	-6
CSc1nc(C)cc(-n2ccc(=O)[nH]c2=O)n1	3	-2	-2	3	0.7	-4	-2	-7	-2
Cc1nnc(NC(=O)c2cc(-c3ccco3)nc3ccccc23)s1	19	26	x	15	0.1	15	-3	8	-1
COc1ccc(-c2nc(CS(=O)(=O)CC(=O)NC3CCCCCC3)c(C)o2)cc1	-5	5	-5	7	0.1	16	-2	5	1
COC(=O)c1noc(C)c1-c1ccnn1C(=O)c1ccc(Cl)cc1	0	8	-1	2	5.0	-6	-3	-8	-2
CCCn1c(=S)[nH]c2cc(Cl)ccc21	23	28	-3	18	1.8	36	-1	6	-2
Cc1ccsc1C(=O)NNC(=O)C1CCCCC1C(=O)O (stereo not drawn)	-7	-2	2	14	-2.8	27	7	12	0
CN(C)C(CNS(=O)(=O)c1ccc(Cl)cc1)c1cccnc1 (stereo not drawn)	16	11	3	9	1.8	15	0	-1	-3
O=[N+]([O-])c1ccccc1/C=C/CN1CCN(Cc2ccc3c(c2)OCO3)CC1	-26	28	-2	-19	0.5	-1	-1	-39	-1
O=C(c1ccc(Br)o1)N1CCN(c2ccc3nnc(-c4ccccc4)n3n2)CC1	25	21	2	-30	-1.5	13	-2	6	1
Cc1nnc(NC(=O)CCCCCN2C(=O)C3C4C=CC(C4)C3C2=O)s1 (stereo not drawn)	-2	10	0	-10	-1.5	-7	-2	-3	-1
CC(C(=O)Nc1cccc([N+](=O)[O-])c1)N1CCN(C/C=C/c2ccccc2)CC1 (stereo not drawn)	-38	26	-5	6	0.3	-2	-4	-15	-2
CCC1CN(C(=O)N2CCC(C(=O)NCc3cccc(F)c3)CC2)c2ccccc2O1 (stereo not drawn)	18	1	1	8	-0.2	8	-5	3	2
O=C(Nc1ccccn1)c1cc(-c2cccnc2)nc2ccc(Br)cc12	2	13	1	7	-0.5	7	4	-16	-1
O=C(O)c1ccc(COc2c(F)c(F)cc(F)c2F)o1	3	-5	-1	7	0.8	5	-1	11	-1
CC(=O)c1ccccc1Oc1cc(NN2CCCCC2)c([N+](=O)[O-])cc1[N+](=O)[O-]	38	20	-4	15	1.0	48	-1	26	-9
O=C(CCn1c(=O)oc2ccccc21)N(Cc1ccccc1)c1ccccc1	15	-3	1	17	0.5	29	-4	-19	-1
Cc1ccc(CO/N=C/c2c(O)cc(C)oc2=O)cc1	-10	18	-1	4	-0.7	13	-1	-7	-1
SMILES	tim10-1 inh	NALP3 yeast inh	NR3A LBD binder	APJ antagonist	MPTP inh	tim23-1 inh	APJ agonist	TIM10 inh	beta cell repl
Cc1cc(S(=O)(=O)Nc2ccc(C(=O)NCC(c3ccco3)N(C)C)cc2)ccc1F (stereo not drawn)	2	13	1	13	1.7	6	1	-3	5
CCCc1cc(=O)oc2c(C)c(OCC(=O)NCCN3CCOCC3)ccc12	7	8	0	19	0.1	6	4	-3	4
O=C(CN1CCCC1)Nc1ccc(OCc2ccccc2)cc1	12	9	-1	-26	-4.1	-2	1	11	-5
O=C(O)c1ccccc1C(=O)Nc1ccc(Oc2cccc(C(F)(F)F)c2)nc1	7	10	0	3	0.4	4	-3	5	-1
OC(CNC1Cc2ccccc2C1)COc1ccc(F)cc1 (stereo not drawn)	26	10	0	-15	0.1	4	-3	-9	-2
NC1=NC(c2ccccc2)=NC1(NC(=O)c1ccccc1)C(Cl)Cl (stereo not drawn)	2	5	-1	4	0.5	10	2	15	0
CS(=O)(=O)N(CC(=O)Nc1ccc2c(c1)OCO2)c1ccccc1	-1	4	-1	19	-1.3	4	-1	-1	-1
COc1ccc(Cc2nc3ccc(C(=O)NCc4ncc(C)[nH]4)cc3o2)cc1OC	-3	6	1	10	-0.1	-6	0	-6	-2
C=CCN1C(=O)/C(=C2/Sc3ccc(OC)cc3N2C)SC1=Nc1ccccc1	-10	11	0	-16	3.9	-27	-1	1	2
O=C(O)c1ccccc1C(=O)NC1Cc2ccccc2C1	2	10	-1	19	1.9	12	-6	11	0
O=C(c1ccc(NC2=NC3CS(=O)(=O)CC3S2)cc1)N1CCN(Cc2ccccc2)CC1 (stereo not drawn)	16	-12	1	-11	-1.3	13	-3	-9	0
CSc1ccc(CCNC(=O)CCc2nnc3ccc(NCCCN4CCCC4=O)nn23)cc1	3	8	2	16	1.5	-9	1	5	0

For reference, some entries already given:
SMILES	tim10-1 inh	NALP3 yeast inh	NR3A LBD binder	APJ antagonist	MPTP inh	tim23-1 inh	APJ agonist	TIM10 inh	beta cell repl
O=C(Nc1ccccn1)c1cc(-c2cccnc2)nc2ccc(Br)cc12	2	13	1	7	-0.5	7	4	-16	-1
O=C(O)c1ccc(COc2c(F)c(F)cc(F)c2F)o1	3	-5	-1	7	0.8	5	-1	11	-1
CC(=O)c1ccccc1Oc1cc(NN2CCCCC2)c([N+](=O)[O-])cc1[N+](=O)[O-]	38	20	-4	15	1.0	48	-1	26	-9
O=C(CCn1c(=O)oc2ccccc21)N(Cc1ccccc1)c1ccccc1	15	-3	1	17	0.5	29	-4	-19	-1
Cc1ccc(CO/N=C/c2c(O)cc(C)oc2=O)cc1	-10	18	-1	4	-0.7	13	-1	-7	-1
Cc1cc(S(=O)(=O)Nc2ccc(C(=O)NCC(c3ccco3)N(C)C)cc2)ccc1F (stereo not drawn)	2	13	1	13	1.7	6	1	-3	5
CCCc1cc(=O)oc2c(C)c(OCC(=O)NCCN3CCOCC3)ccc12	7	8	0	19	0.1	6	4	-3	4
O=C(CN1CCCC1)Nc1ccc(OCc2ccccc2)cc1	12	9	-1	-26	-4.1	-2	1	11	-5
O=C(O)c1ccccc1C(=O)Nc1ccc(Oc2cccc(C(F)(F)F)c2)nc1	7	10	0	3	0.4	4	-3	5	-1
OC(CNC1Cc2ccccc2C1)COc1ccc(F)cc1 (stereo not drawn)	26	10	0	-15	0.1	4	-3	-9	-2
NC1=NC(c2ccccc2)=NC1(NC(=O)c1ccccc1)C(Cl)Cl (stereo not drawn)	2	5	-1	4	0.5	10	2	15	0
CS(=O)(=O)N(CC(=O)Nc1ccc2c(c1)OCO2)c1ccccc1	-1	4	-1	19	-1.3	4	-1	-1	-1
COc1ccc(Cc2nc3ccc(C(=O)NCc4ncc(C)[nH]4)cc3o2)cc1OC	-3	6	1	10	-0.1	-6	0	-6	-2
C=CCN1C(=O)/C(=C2/Sc3ccc(OC)cc3N2C)SC1=Nc1ccccc1	-10	11	0	-16	3.9	-27	-1	1	2
